Compound activity from PubChem.
HKDC1 inh – blocks human hexokinase HKDC1 activity. recombinant HKDC1, G6PDH/diaphorase resazurin coupled fluorescence. inhibition, % at 20 µM. 0.16% of 340,000 active;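 active means inhibition above about 35% when tested at 20 µM, limit read from the data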;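 further: plate controls were DMSO wells with enzyme for no effect and DMSO wells lacking enzyme for full effect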
Target sequence (Q2TB90 whole entry, looked up): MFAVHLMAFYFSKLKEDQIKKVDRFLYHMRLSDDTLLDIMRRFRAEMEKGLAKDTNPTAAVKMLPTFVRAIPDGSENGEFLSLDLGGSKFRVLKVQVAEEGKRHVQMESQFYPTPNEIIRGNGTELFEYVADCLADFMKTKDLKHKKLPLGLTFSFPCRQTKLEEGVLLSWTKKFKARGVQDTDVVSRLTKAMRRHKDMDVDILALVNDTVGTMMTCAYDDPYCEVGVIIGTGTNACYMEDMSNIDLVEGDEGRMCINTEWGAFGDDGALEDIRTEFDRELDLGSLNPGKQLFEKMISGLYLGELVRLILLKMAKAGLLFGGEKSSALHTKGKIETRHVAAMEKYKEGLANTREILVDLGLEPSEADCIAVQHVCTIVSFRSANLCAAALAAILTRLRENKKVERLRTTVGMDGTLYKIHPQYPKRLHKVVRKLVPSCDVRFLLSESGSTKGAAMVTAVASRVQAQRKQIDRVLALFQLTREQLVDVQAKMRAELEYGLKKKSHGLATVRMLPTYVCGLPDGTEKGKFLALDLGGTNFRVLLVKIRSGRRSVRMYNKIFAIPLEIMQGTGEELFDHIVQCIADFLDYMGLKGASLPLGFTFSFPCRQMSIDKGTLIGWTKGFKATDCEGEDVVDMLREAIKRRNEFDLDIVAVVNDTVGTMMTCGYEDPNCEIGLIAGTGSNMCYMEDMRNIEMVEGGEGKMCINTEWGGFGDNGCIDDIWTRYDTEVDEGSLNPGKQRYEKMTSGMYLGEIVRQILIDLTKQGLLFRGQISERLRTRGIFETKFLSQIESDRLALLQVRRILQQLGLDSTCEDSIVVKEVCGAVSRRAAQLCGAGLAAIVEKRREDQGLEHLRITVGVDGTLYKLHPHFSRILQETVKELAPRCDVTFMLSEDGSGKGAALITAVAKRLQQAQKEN
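Material: recombinant HKDC1 hexokinase; Amount: HKDC1 at 5 µg/mL; Medium: Tris pH 8.0 buffer with MgCl2, Tween-20, BSA, BME; Schedule: 90 min reaction incubation at room temperature, dark; Technique: coupled resazurin fluorescence, excitation 525 nm, emission 613 nm.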
Gli-Sufu antag – antagonists of Gli-Sufu signaling; Sufu-KO-LIGHT fibroblasts, Gli luciferase reporter luminescence; inhibition, % at 5 µM; 0.74% of 340,000 active;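 active means inhibition above about 55%, limit read from the data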;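 further: 0% = DMSO-treated cells and 100% = wells with medium but no cells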
SENP7 block – inhibitors of human SENP7 protease; 1.5% of 330,000 active; AID 434973; inhibition, % at 5 µM; Q9BQF6; recombinant SENP7, Z-RLRGG-aminoluciferin luminescence, 40 min;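 active means inhibition above about 50% at the single test dose, limit read from the data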;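 further: plate controls were DMSO with enzyme for no effect and no enzyme buffer wells for full effect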
UBC13 inh – inhibitors of human UBC13 polyubiquitin chain formation; P61088; inhibition, % at 20 µM; TR-FRET; AID 485273; 0.47% of 330,000 active; in the data active means inhibition above about 45%, passing the limit was not always enough
SENP8 inh – SENP8 protease inhibition; 1.2% of 330,000 active; inhibition, % at 10 µM; Q96LD8; purified SENP8, Z-RLRGG-aminoluciferin cleavage, luminescence
Apaf-1 inh – blocks human Apaf-1 apoptosome activity. inhibition, % at 20 µM. AID 489030. O14727. reconstituted apoptosome caspase-3 activity, DEVD-Rh110 fluorescence. 0.71% of 330,000 active; active means inhibition of at least 40% at 20 µM;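 further: plate controls were DMSO wells for no effect and DEVD-CHO caspase inhibitor wells for full effect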
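Material: cell-free apoptosome with Apaf-1, procaspase-3 and caspase-9; Buffer or medium: Hepes pH 7.5 with detergent and BSA; Reagent: cytochrome c trigger plus (Z-DEVD)2-Rh110 caspase-3 substrate; Times: compound with Apaf-1, dATP, procaspase-3 30 min, then 50 min reaction, room temperature; Technique: Rh110 fluorescence intensity.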
697 NFkB inh – inhibitors of the PMA/ionomycin-induced NF-kB reporter in 697 B cells. inhibition, % at 4 µM. 0.33% of 330,000 active. AID 435022. 697 B-cell NF-kB luciferase reporter, 16 h; in the data active means inhibition above about 35%
Jurkat NFkB inh – inhibitors of the PMA/ionomycin-induced NF-kB reporter in Jurkat cells; PMA/ionomycin-induced NF-kB luciferase reporter, luminescence; inhibition, % at 4 µM; 0.53% of 330,000 active; AID 435003
Starred values were filed as active, the others as inactive. Unless noted, no stated cut-off is given here; in the data, active means inhibition above about 50%; inactive means the rest.

SMILES	HKDC1 inh	Gli-Sufu antag	SENP7 block	UBC13 inh	SENP8 inh	Apaf-1 inh	697 NFkB inh	Jurkat NFkB inh
Cn1c(=O)n(C)c2cc(S(=O)(=O)N3CCOCC3)ccc21	-7	0	7	18	-2	-16	22	20
CS(=O)(=O)N1CC(C(=O)O)Oc2ccc(CC(=O)O)cc21 (stereo not given)	-10	9	-4	4	4	-10	9	-6
Cc1cc(C)c(/C=N/NC(N)=O)c(C)c1/C=N/NC(N)=O	2	1	-6	2	3	1	15	2
COc1ccc(S(=O)(=O)N2CCCCCC2)cc1C(=O)N(CC(C)C)C1CCS(=O)(=O)C1 (stereo not given)	1	4	-6	-4	-11	-1	-10	12
Cc1ccc(CN2CCN(Cc3cn[nH]c3C3CCCCC3)CC2CCO)cc1 (stereo not given)	0	11	5	-1	-6	6	5	2
Cc1ccc(S(=O)(=O)N2CCCC2C(=O)OCc2ccccc2)cc1 (stereo not given)	-7	-7	3	8	3	2	13	0
COc1ccc(NC(=O)CSCC(=O)NCc2ccco2)cc1	-3	-3	-3	-2	3	2	14	9
CCCS(=O)(=O)N1CCCC(C(=O)NC2CCCC(C)C2C)C1 (stereo not given)	2	6	-1	-9	-6	-3	-105	-16
COc1ccccc1NC(NC(=O)c1ccco1)C(=O)c1ccccc1 (stereo not given)	2	-12	-10	-3	-3	-10	-14	-38
CC(C)OCCCNc1nc2c(c(=O)n(Cc3ccccc3F)c(=O)n2C)n1C	-5	7	0	2	0	-1	9	-3
CCn1c(COc2ccccc2OC)nc2ccccc21	-7	-8	-3	2	-11	-1	-55	-22
CCOC(=O)C1=C(N)N(c2ccccc2)C(=O)C1	-6	-3	6	-9	0	8	-26	-15

Structures shown so far that contain a furan ring, fused or not (2):
SMILES	HKDC1 inh	Gli-Sufu antag	SENP7 block	UBC13 inh	SENP8 inh	Apaf-1 inh	697 NFkB inh	Jurkat NFkB inh
COc1ccc(NC(=O)CSCC(=O)NCc2ccco2)cc1	-3	-3	-3	-2	3	2	14	9
COc1ccccc1NC(NC(=O)c1ccco1)C(=O)c1ccccc1 (stereo not given)	2	-12	-10	-3	-3	-10	-14	-38

More structures follow.
SMILES	HKDC1 inh	Gli-Sufu antag	SENP7 block	UBC13 inh	SENP8 inh	Apaf-1 inh	697 NFkB inh	Jurkat NFkB inh
COc1ccc(OCCCC(=O)Nc2cccc(S(=O)(=O)N3CCCCCC3)c2)cc1	3	-2	2	8	-5	22	-13	17
O=C(CCCc1ccccc1)NCCS(=O)(=O)N1CCN(c2ccccc2F)CC1	7	-20	5	-4	6	9	2	-9
COc1cc2c(cc1OC)C1=C(C#N)CN(CC(=O)O)CN1CC2	1	2	9	3	8	6	6	-7
CCCn1nnnc1NC(=O)c1ccc2ccccc2c1	-6	-5	5	-4	0	-5	6	-4
CCOC(=O)C1CCN(c2nc(-c3ccc(Br)cc3)nc3ccccc23)CC1	-2	0	6	13	-1	-5	16	3
N#Cc1ccccc1S(=O)(=O)N1CCN(C(=O)CCc2ccccc2)CC1	0	-6	-4	4	-5	-8	4	6
CC(C)CN(/C=N/c1sc2c(c1C#N)CCCCC2)CC(C)C	2	28	1	-21	1	13	-16	0
COc1ccc2[nH]cc(CCNC(=O)c3ccco3)c2c1	-2	-5	8	16	-1	-6	15	-1
CCc1ccc(NC(=O)c2ccc3c(c2)C(=O)N(CCOC)C3Nc2ccc(CC)cc2)cc1 (stereo not given)	0	-18	3	-10	-10	8	-17	-33
COc1ccc([C@H]2CC(=O)C=C(c3ccc(-c4ccccc4)c(F)c3)C2)cc1	4	-12	11	2	0	3	-22	-10
O/N=C1/CCSc2ccccc21	-4	-3	7	0	0	7	21	-3
NC(=O)c1nn2c(C(F)(F)F)cc(-c3ccccc3)nc2c1Br	-4	25	1	-2	7	-6	-7	4
O=C(Nc1c[nH]c(=O)[nH]c1=O)c1ccccc1Cl	-5	6	7	-4	-8	-7	12	-14
CCCCNc1oc(-c2cccs2)nc1S(=O)(=O)c1ccccc1	-5	3	-4	18	-7	15	6	-13
O=C(NC(=S)Nc1cccc(O)c1)c1ccco1	-3	-13	2	-11	-3	5	-131	-56
O=C(CSc1nnc(CNC(=O)c2cccc(C(F)(F)F)c2)o1)NC1CCCC1	-6	-8	-1	-6	6	11	-18	-2
CC1(C)CC2CC(C)(CN2S(=O)(=O)c2ccc(C(=O)Nc3cc(S(=O)(=O)N4CCOCC4)ccc3Cl)cc2)C1 (stereo not given)	5	3	6	-10	6	2	-57	30
O=C1CN(C(=O)CN2CCCC2)C(c2ccccc2)c2cc(Br)ccc2N1 (stereo not given)	3	7	3	7	1	11	-6	-15
CC(=O)N1CCc2cc(S(=O)(=O)N3c4ccccc4CC3C)ccc21 (stereo not given)	-8	0	3	-1	1	-9	-72	53*
C/C=C/c1ccc(OCCCCN(C)Cc2ccccc2)c(OC)c1	1	28	0	3	0	12	-26	2
N#C/C(=C(/O)c1ccc([N+](=O)[O-])o1)c1nc2ccccc2[nH]1	-1	7	42	-79	39	-4	-24	0
CCOC(=O)N1C2=NC(C(=O)OC)=C(C(=O)OC)[C@@H]3Nc4ccccc4[C@]23C[C@H]1C(=O)OC	4	-5	0	5	1	-5	26	-6
Cc1nnc(NC(=O)c2ccc(S(=O)(=O)N3CCOCC3)cc2)s1	-1	48	-6	-2	-4	2	2	-2
COc1ccc(OCCCC(=O)Nc2ccc(N3CCCCC3)cc2)cc1	-9	-4	2	-2	-1	2	-2	-5

One compound at a time, from the list above.
Cc1nnc(NC(=O)c2ccc(S(=O)(=O)N3CCOCC3)cc2)s1 is entered as HKDC1 inh = -1; Gli-Sufu antag = 48; SENP7 block = -6; UBC13 inh = -2; SENP8 inh = -4; Apaf-1 inh = 2; 697 NFkB inh = 2; Jurkat NFkB inh = -2
CCOC(=O)N1C2=NC(C(=O)OC)=C(C(=O)OC)[C@@H]3Nc4ccccc4[C@]23C[C@H]1C(=O)OC is entered as HKDC1 inh = 4; Gli-Sufu antag = -5; SENP7 block = 0; UBC13 inh = 5; SENP8 inh = 1; Apaf-1 inh = -5; 697 NFkB inh = 26; Jurkat NFkB inh = -6

Further structures follow.
SMILES	HKDC1 inh	Gli-Sufu antag	SENP7 block	UBC13 inh	SENP8 inh	Apaf-1 inh	697 NFkB inh	Jurkat NFkB inh
CCOc1ccccc1C(=O)Nc1ccc(S(=O)(=O)Nc2nccc(C)n2)cc1	-3	-2	0	-13	3	5	-4	4
Cc1ccc(C(c2nnnn2CCC(C)C)N2CCN(C)CC2)cc1 (stereo not given)	1	8	15	5	-7	-1	14	-8
COc1ccc(C(=O)C(C)OC(=O)CCN2C(=O)C3CC=CCC3C2=O)cc1 (stereo not given)	-5	-11	-5	-6	-14	15	8	-9
Fc1ccccc1-c1csc(-c2cccnc2)n1	-2	31	27	7	26	4	-35	-34
O=C(NNc1ccc([N+](=O)[O-])cc1)c1ccco1	3	0	1	-6	3	14	-22	-16
Cc1cc(-c2nnc(SCC(=O)Nc3ccccn3)o2)no1	-2	-5	-9	9	-1	-8	-15	-21
COC1=C(N)C(=O)c2nc(-c3nc(C(=O)O)c(C)c(-c4ccc(OC)c(OC)c4O)c3N)ccc2C1=O	4	89*	67*	-309	82*	84*	-151	-17
COc1ccccc1NS(=O)(=O)c1cc(C(=O)NCC2CCCO2)ccc1C (stereo not given)	-7	-7	2	3	6	11	20	10
COc1cccc(NC(=O)Nc2nnc(-c3ccccc3SCc3ccccc3)s2)c1	-6	1	0	-9	3	-1	-8	12
O=C(C(Cc1ccccc1)N1C(=O)C2C3CCC(C3)C2C1=O)N1CCCCC1 (stereo not given)	-4	-4	4	-2	4	2	1	3
CN(C)c1ccc(/C=N\NC(=O)c2csnn2)cc1	-7	-30	40	-15	13	6	-95	-103
CC(=O)c1c(C)[nH]c(C)c1C(C)=O	-15	-12	6	-5	-1	-23	-21	7

Printed as active in SENP7 block, among the entries above:
mol	HKDC1 inh	SENP7 block	UBC13 inh	697 NFkB inh	Jurkat NFkB inh
COC1=C(N)C(=O)c2nc(-c3nc(C(=O)O)c(C)c(-c4ccc(OC)c(OC)c4O)c3N)ccc2C1=O	4	67*	-309	-151	-17

Carrying on.
SMILES	HKDC1 inh	Gli-Sufu antag	SENP7 block	UBC13 inh	SENP8 inh	Apaf-1 inh	697 NFkB inh	Jurkat NFkB inh
COc1ccc(C2=NS(=O)(=O)N(C)C(C(=O)N(C)Cc3ccccc3)=C2)cc1	-4	-1	3	8	11	11	3	9
COc1ccc(/C=C/C(=O)N2CCN(c3ccccn3)CC2)c2ccccc12	-1	3	-4	-9	-11	29	-9	-23
COc1ccc(Cl)cc1C(=O)Nc1ccc(OCC(=O)N2CCOCC2)cc1	1	2	1	-1	1	-3	-6	5
CC(C)NS(=O)(=O)c1ccc(NC(=O)c2cccnc2)cc1	-2	7	11	-3	0	2	-8	-6
COc1cccc(/C=N/NC(=O)CC(=O)NCCc2ccc(OC)c(OC)c2)c1	2	3	3	0	5	-11	-3	-4
O=C(O)CC1S/C(=N/N=C/C=C/c2ccccc2[N+](=O)[O-])NC1=O (stereo not given)	-8	-2	-5	-11	-13	11	-6	1
Cc1cc(C(=O)NNC(=O)/C=C/c2ccccc2Cl)c(C)o1	-1	3	-9	3	2	10	-43	7
CCCNC(=O)c1nc(C)n(-c2cc(Cl)ccc2Cl)n1	-8	-9	7	3	-2	1	10	-6
COc1cc2cc(C(c3nnnn3C(C)(C)C)N3CCc4ccccc43)c(=O)[nH]c2cc1OC (stereo not given)	1	3	-2	1	6	5	-7	1
CCc1ccc(OC)c(S(=O)(=O)N2CCN(C(=O)c3ccco3)CC2)c1	-1	1	14	1	-19	7	10	2
Cc1ccccc1C(=O)NCCN1CCOCC1	10	-2	-15	7	-11	6	-1	2
CCCCN(C)CCCNC(=O)c1ccc(N2CCCC2=O)cc1	3	3	2	6	-2	4	-8	10
O=C(CCN1C(=O)S/C(=C/c2ccc(Cl)cc2)C1=O)N1CCOCC1	-8	1	-2	5	-4	1	-12	-2
Cc1ccc2c(c1)N(CCC(=O)NCCN1CCOCC1)C(=O)CO2	-1	5	-3	-4	-8	-12	1	0
CC(C)(C)C(=O)Nc1ccc(S(=O)(=O)NC2=NCCCCC2)cc1	-7	-9	5	2	-7	0	3	2
